High-throughput results as filed in PubChem BioAssay.
CRFBP-R2 agonist: agonists of CRF-BP/CRF-R2 complex, primary screen, cell-based, HEK293, calcium dye fluorescence, uHTS; calcium dye fluorescence (FLIPR); percent of saturating CRF peptide response; activation, % at 13.2 µM; AID 588473, 2011; CRF-binding protein / CRF receptor 2 complex (human); actives 0.46% (n = 350,000);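 active = activation of at least 50%, plus an integration ratio under a set limit after plate pattern correction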;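 also: plate controls were neutral control wells without compound for no effect and CRF at EC100 for full effect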
MEKK3 PB1 HTS: modulators of MEKK3-MEK5 PB1 binding, primary screen, biochemical, wildtype MEKK3, multiplex bead flow cytometry, Alexa488-MEK5; binding response (% of control), % at 10 µM; AID 1529, 2009; actives 1.4% (n = 290,000); bead-based flow cytometry, Alexa488-MEK5 binding to MEKK3; actives lie on both sides; 0 = blocked by unlabeled MEK5, 100 = vehicle; Mitogen-activated protein kinase kinase kinase 3 (Homo sapiens), Q99759;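 active = binding response more than 3 SD above or below the average of its plate-row segment, actives on both sides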;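 also: Alexa488 bead fluorescence after subtracting the streptavidin-only scavenger bead signal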
Target sequence (Q99759 whole entry, looked up): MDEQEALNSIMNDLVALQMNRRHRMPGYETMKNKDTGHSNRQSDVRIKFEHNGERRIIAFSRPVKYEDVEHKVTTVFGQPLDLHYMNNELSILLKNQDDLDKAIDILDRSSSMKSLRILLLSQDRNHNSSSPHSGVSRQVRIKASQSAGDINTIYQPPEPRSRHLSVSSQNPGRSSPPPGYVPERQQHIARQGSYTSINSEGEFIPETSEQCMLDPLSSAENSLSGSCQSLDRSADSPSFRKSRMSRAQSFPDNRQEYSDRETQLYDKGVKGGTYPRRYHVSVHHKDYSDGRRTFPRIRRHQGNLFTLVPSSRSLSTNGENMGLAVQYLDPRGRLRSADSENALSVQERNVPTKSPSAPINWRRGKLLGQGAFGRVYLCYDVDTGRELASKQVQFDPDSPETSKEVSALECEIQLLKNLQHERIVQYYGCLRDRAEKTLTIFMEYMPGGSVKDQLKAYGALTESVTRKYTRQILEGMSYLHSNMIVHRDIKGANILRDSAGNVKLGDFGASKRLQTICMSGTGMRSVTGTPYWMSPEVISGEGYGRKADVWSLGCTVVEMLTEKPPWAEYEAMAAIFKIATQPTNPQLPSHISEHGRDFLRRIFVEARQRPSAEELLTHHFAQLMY
MEKK2 mut-MEK5: MEK5 binding signal on mutant MEKK2 PB1, primary screen, biochemical, multiplex bead flow cytometry, Alexa488-MEK5 | Alexa488-MEK5 binding to MEKK2 mutant | percent response, % at 10 µM | actives 0.35% (n = 290,000); in the data active = percent response above about 24%, passing the limit was not always enough; also: inactives centre near 1; some results filed as inactive read as strong as hits
SUMO HTRF inh: inhibitors of in vitro SUMOylation cascade, primary screen, biochemical, HTRF, uHTS | SUMO-conjugating enzyme UBC9 (Homo sapiens), P63279 | HTRF SUMOylation assay, SAE1/SAE2 + UBC9 | inhibition, % at 35 µM | actives 0.36% (n = 290,000) | AID 2006, 2009; in the data active = inhibition above about 50%, passing the limit was not always enough; also: strong numbers were not always called active
Target sequence (P63279 whole entry, looked up): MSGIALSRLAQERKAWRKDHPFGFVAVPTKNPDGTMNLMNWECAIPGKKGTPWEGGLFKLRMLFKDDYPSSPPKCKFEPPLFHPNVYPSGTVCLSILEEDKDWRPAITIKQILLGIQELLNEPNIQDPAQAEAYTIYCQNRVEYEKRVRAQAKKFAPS
HCV NS3 hel inh: inhibitors of HCV NS3 helicase, primary screen, biochemical, Cy5 molecular beacon fluorescence | Hepatitis C virus NS3 helicase | actives 0.56% (n = 290,000) | inhibition, % at 10.9 µM | NS3 helicase DNA unwinding | AID 1800, 2009;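 active = inhibition above the mean of all tested compounds plus 3 SD, set per campaign, cut at about 35% in these data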;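 also: 0% = DMSO wells and 100% = thioflavine S control wells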
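System: Hepatitis C virus NS3 helicase domain fragment enzyme | Reagent: Annealed dual-labelled DNA beacon duplex, ATP-started | Compound dosing: 10.9 µM single point, 0.8% DMSO | Incubation: 1 h reaction at 25 °C, ATP-initiated | Technique: Cy5 fluorescence | Evaluation: Percent inhibition from t60/t0 fluorescence ratio | Benchmarks: Low DMSO, high thioflavine S at 110 µM | Replication: Singlicate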
MEKK2 WT-MEK5: modulators of MEK5 binding to wildtype MEKK2, primary screen, biochemical, multiplex bead flow cytometry, Alexa488-MEK5 | Mitogen-activated protein kinase kinase kinase 2 (Homo sapiens), Q9Y2U5 | Alexa488-MEK5 binding to MEKK2 WT; actives lie on both sides | binding response (% of control), % at 10 µM | actives 1.1% (n = 290,000) | AID 1531, 2009; in the data active = binding response below about 67% or above about 130%
CRFR2-BP antag: antagonists of CRF-BP/CRF-R2 complex, primary screen, cell-based, HEK293, calcium dye fluorescence, uHTS | CRF-induced calcium fluorescence | inhibition, % at 11.8 µM | actives 0.59% (n = 350,000) | AID 588475, 2011;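 active = inhibition of the ligand-induced calcium signal above about 50% at the single tested concentration, limit read from the data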
GalR3 antagonist: GalR3 antagonists in HEK293 cells, primary screen, cell-based, fluorescence readout. Galanin receptor type 3 (Homo sapiens), O60755. HEK293 GalR3-CNG cAMP membrane potential fluorescence; galR3 body fused to GalR1 C-terminus. inhibition, % at 3 µM. actives 0.44% (n = 360,000). AID 651719, 2012;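 active = inhibition above the screen-wide average plus 3 SD, cut at about 13% in these data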;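 also: forskolin and galanin both at EC90 stimulate the cells; cAMP rise reported by CNG channel membrane potential dye signal; 0% = forskolin plus galanin with DMSO and 100% = forskolin alone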
Target sequence (O60755 1-299 limits assumed): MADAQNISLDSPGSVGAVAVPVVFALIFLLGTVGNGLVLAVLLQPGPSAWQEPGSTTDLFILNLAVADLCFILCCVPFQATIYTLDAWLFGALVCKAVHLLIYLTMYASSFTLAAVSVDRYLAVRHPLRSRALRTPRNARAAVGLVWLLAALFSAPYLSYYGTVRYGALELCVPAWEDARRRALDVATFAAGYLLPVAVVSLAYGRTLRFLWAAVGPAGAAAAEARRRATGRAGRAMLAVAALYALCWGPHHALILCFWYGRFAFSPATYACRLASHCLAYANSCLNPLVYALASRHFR
FID counter: compounds displacing fluorescent DNA intercalator, primary screen, artefact control for HCV NS3 helicase inhibitor project, biochemical, FID fluorescence. actives 0.17% (n = 290,000). DNA fluorescent intercalator displacement. inhibition, % at 7.9 µM. AID 1845, 2009; in the data active = inhibition above about 37%;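 also: 0% = vehicle and 100% = reference compound; higher means more ethidium bromide displaced from hairpin DNA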
* marks the source's active call; other numbers are inactive results; / = no result given.

SMILES	CRFBP-R2 agonist	MEKK2 mut-MEK5	GalR3 antagonist	MEKK2 WT-MEK5	FID counter	MEKK3 PB1 HTS	HCV NS3 hel inh	SUMO HTRF inh	CRFR2-BP antag
COc1cc(/C=N/NC(=O)c2ccncc2)ccc1OCCN1CCCCC1	-2.2	-1.0	0.9	98.0	-3.8	96.0	0.7	20.1	3.4
COc1ccccc1NC(=O)N(Cc1cccs1)Cc1cc2cc3c(cc2[nH]c1=O)OCO3	0.5	0.0	8.1	97.0	-11.6	103.0	3.0	-18.8	21.5
Cc1ccc(C)n1-c1nnc(N2CCC(C(=O)N3CCN(C)CC3)CC2)s1	-1.4	5.0	-3.5	107.0	-0.5	104.0	-0.7	-16.2	13.6
COc1ccc(NCc2nnc(SCC(=O)Nc3ccc(OC)cc3)n2C)cc1	0.5	-10.0	-5.2	91.0	-7.4	94.0	-6.7	-2.4	-10.6
CSc1ccc(CC(=O)N2CCC(n3nccc3NC(=O)C3CC3)CC2)cc1	-0.1	-1.0	-1.8	99.0	-17.3	99.0	-6.2	4.6	13.3
CSCCC(NC(=O)COc1cccc2ccccc12)C(=O)O (centres undefined)	1.1	-21.0	-3.2	97.0	-33.0	99.0	21.2	7.3	-3.1
COc1ccccc1OCc1ccc(C(=O)NCC2CCCO2)o1 (centres undefined)	1.3	-5.0	5.9	95.0	-9.1	89.0	-3.5	10.3	-33.0
Cc1ccc(-n2nc3c(=O)n(C(C)C(=O)NCc4ccccc4Cl)nc(C)c3c2C)cc1 (centres undefined)	-0.7	3.0	-4.0	94.0	-34.1	99.0	-16.2	/	-10.6
CC(C)(C)NC(=O)C(c1ccncc1)N(Cc1ccc(F)cc1)C(=O)c1ccc(-c2ccccc2)[nH]1 (centres undefined)	-0.8	-15.0	0.1	88.0	-23.2	90.0	-25.8	-43.5	-17.1
CCOC(=O)c1cnc2c(C)cccc2c1NCCc1ccc(OC)c(OC)c1	-1.2	2.0	-4.8	101.0	4.6	98.0	-21.9	4.8	4.2
Cn1c(=O)[nH]c(=O)c2c1nc(CN1CCN(c3ccccc3F)CC1)n2CCCc1ccccc1	-1.5	3.0	-6.8	104.0	-10.0	99.0	0.2	-3.8	-44.0
COC(=O)c1cccc(N2C(=O)C(Cl)=C(N3CCOCC3)C2=O)c1	-1.1	1.0	-5.0	99.0	-0.3	100.0	-0.1	5.7	6.2
CC(=O)Nc1ccc(NC(=O)CSc2nc3ccccc3o2)cc1	-1.8	-1.0	0.9	94.0	2.4	90.0	-4.7	0.1	12.5
COCCN(C(=O)CSc1ncc(C(F)(F)F)cc1Cl)c1c(N)n(Cc2ccccc2)c(=O)[nH]c1=O	-2.0	-2.0	11.3	94.0	-39.9	89.0	-1.3	23.6	-16.2
O=C(NNC(=O)c1ccc([N+](=O)[O-])cc1)c1ccncc1	-1.9	-1.0	-6.5	99.0	2.3	96.0	2.6	17.2	-6.7
Cc1ccc(Cl)cc1N(CC(=O)NC1CCCCC1)S(C)(=O)=O	0.0	0.0	-1.2	97.0	3.1	98.0	-2.2	5.2	2.0
CC(=O)c1c(COC(=O)c2ccco2)nc2ccccc2[n+]1[O-]	0.7	-3.0	-0.7	103.0	/	101.0	/	-17.0	12.3
CC(C)CC1=NN(C(=O)c2ccncc2)C(O)(C(F)(F)F)C1 (centres undefined)	-2.1	3.0	-10.2	105.0	-5.0	102.0	4.4	6.9	16.3
CCCCCOC(=O)CSc1nc2c(c(=O)[nH]c(=O)n2C)n1CCc1ccccc1	-0.8	6.0	4.2	105.0	-1.5	104.0	-1.5	16.1	26.1
CCOC(=O)/C(=N\Nc1ccccc1)S(=O)(=O)c1ccccc1	1.4	7.0	-8.8	103.0	-11.1	103.0	-6.6	-12.6	-3.1
Cc1ccc(NC(=O)c2ccc(OC(F)F)cc2)cc1S(=O)(=O)N(C)C	-0.3	-1.0	-4.9	108.0	-8.4	102.0	-3.4	-7.6	-3.0
COC(=O)CC(NC(=O)c1ccc(C)cc1)c1ccccc1 (centres undefined)	-0.4	6.0	2.6	100.0	-4.6	101.0	-1.2	-3.4	15.9
Nc1nc(SCCO)[nH]c(=O)c1NC(=O)c1ccc(Br)o1	-1.6	1.0	1.1	104.0	0.9	100.0	5.8	8.5	24.7
CCOC(=O)c1nnc(-c2ccccc2)nc1NC	-0.8	-9.0	-4.6	94.0	-6.9	95.0	18.2	16.2	-6.5
O=C(/C=C/c1ccccc1)NC(=S)Nc1ccc(N2CCOCC2)cc1	0.0	2.0	-1.2	93.0	-1.6	96.0	3.1	20.8	-29.8
O=C(Nc1ccc(-n2cccn2)cc1)C1CCN(Cc2ccccn2)CC1	1.6	4.0	-2.6	104.0	1.6	101.0	-0.6	2.3	1.8
COc1ccc(NC(=O)c2ccco2)cn1	0.8	-4.0	-7.3	95.0	0.6	100.0	-0.4	8.5	-14.5
COc1ccc(C2CCCN2C(=O)Nc2ccc(C)c(C)c2)cc1OC (centres undefined)	-0.8	3.0	3.4	104.0	-31.2	103.0	-10.3	1.0	80.4*
COc1ccc(CNC2CCN(Cc3ccccc3)CC2)cc1	9.9	4.0	-10.0	102.0	15.8	98.0	1.9	2.7	-6.1
CCN(CC)CCOc1nc(C)nc2c1oc1ccccc12	-1.1	1.0	-2.1	102.0	6.2	102.0	-4.4	15.9	17.5

Some of the entries so far, with values under each structure.
Screens in order – CRFBP-R2 agonist | MEKK2 mut-MEK5 | GalR3 antagonist | MEKK2 WT-MEK5 | FID counter | MEKK3 PB1 HTS | HCV NS3 hel inh | SUMO HTRF inh | CRFR2-BP antag
Cc1ccc(NC(=O)c2ccc(OC(F)F)cc2)cc1S(=O)(=O)N(C)C
  -0.3 | -1.0 | -4.9 | 108.0 | -8.4 | 102.0 | -3.4 | -7.6 | -3.0
COC(=O)CC(NC(=O)c1ccc(C)cc1)c1ccccc1 (centres undefined)
  -0.4 | 6.0 | 2.6 | 100.0 | -4.6 | 101.0 | -1.2 | -3.4 | 15.9
Nc1nc(SCCO)[nH]c(=O)c1NC(=O)c1ccc(Br)o1
  -1.6 | 1.0 | 1.1 | 104.0 | 0.9 | 100.0 | 5.8 | 8.5 | 24.7
CCOC(=O)c1nnc(-c2ccccc2)nc1NC
  -0.8 | -9.0 | -4.6 | 94.0 | -6.9 | 95.0 | 18.2 | 16.2 | -6.5
O=C(/C=C/c1ccccc1)NC(=S)Nc1ccc(N2CCOCC2)cc1
  0.0 | 2.0 | -1.2 | 93.0 | -1.6 | 96.0 | 3.1 | 20.8 | -29.8
O=C(Nc1ccc(-n2cccn2)cc1)C1CCN(Cc2ccccn2)CC1
  1.6 | 4.0 | -2.6 | 104.0 | 1.6 | 101.0 | -0.6 | 2.3 | 1.8
COc1ccc(NC(=O)c2ccco2)cn1
  0.8 | -4.0 | -7.3 | 95.0 | 0.6 | 100.0 | -0.4 | 8.5 | -14.5
COc1ccc(C2CCCN2C(=O)Nc2ccc(C)c(C)c2)cc1OC (centres undefined)
  -0.8 | 3.0 | 3.4 | 104.0 | -31.2 | 103.0 | -10.3 | 1.0 | 80.4*
COc1ccc(CNC2CCN(Cc3ccccc3)CC2)cc1
  9.9 | 4.0 | -10.0 | 102.0 | 15.8 | 98.0 | 1.9 | 2.7 | -6.1
CCN(CC)CCOc1nc(C)nc2c1oc1ccccc12
  -1.1 | 1.0 | -2.1 | 102.0 | 6.2 | 102.0 | -4.4 | 15.9 | 17.5

Next part.
SMILES	CRFBP-R2 agonist	MEKK2 mut-MEK5	GalR3 antagonist	MEKK2 WT-MEK5	FID counter	MEKK3 PB1 HTS	HCV NS3 hel inh	SUMO HTRF inh	CRFR2-BP antag
O=C(O)/C(=C\c1cccs1)c1ccc(F)cc1	-2.3	-12.0	-1.6	92.0	0.1	92.0	9.5	10.1	18.4
Cc1nnc(SCc2cc(=O)[nH]c(/N=C(\N)Nc3ccccc3)n2)s1	5.5	-15.0	0.3	83.0	-22.6	81.0	1.4	4.3	24.9
O=S(=O)(N/N=C/c1ccc(Cl)cc1)c1ccc(Cc2ncc(C(F)(F)F)cc2Cl)s1	-1.4	1.0	-2.9	103.0	-5.6	101.0	10.0	14.5	2.3
CCN(CC)c1ccc(NC(=O)COC(=O)CCC(=O)c2ccc(F)cc2)cc1	0.7	6.0	-5.0	107.0	-8.1	104.0	2.8	-9.5	7.1
CC(=O)Nc1ccc(C(=O)OCc2ccccc2Cl)cc1	0.2	11.0	-0.6	96.0	-7.7	98.0	-10.3	-2.8	-13.3
O=c1nc2s/c(=C\c3ccco3)c(=O)n2nc1Cc1ccc(F)cc1	-1.0	-4.0	2.8	94.0	-12.2	98.0	47.2*	/	-3.8
COc1ccccc1C1(O)C(=O)Nc2ccc(C)cc21 (centres undefined)	-0.8	0.0	-9.8	102.0	-3.2	100.0	-7.2	-3.2	0.4
COc1ccc(-c2cc(CNC(C)=O)on2)cc1	2.7	1.0	-4.0	98.0	-6.1	97.0	9.8	4.9	-27.2
CN1CCN(Cc2nc3c(c(=O)[nH]c(=O)n3C)n2Cc2c(F)cccc2Cl)CC1	0.2	15.0	5.9	114.0	/	114.0	/	-6.9	-21.4
Cc1ccc(S(=O)(=O)NN2C(=O)c3ccccc3NC2C)cc1 (centres undefined)	1.3	-3.0	1.6	100.0	-3.1	98.0	0.8	9.8	-3.0
O=C(CCN1c2ccccc2Sc2ccccc21)OCc1nnc(-c2ccccc2)o1	-1.4	10.0	-5.5	113.0	-19.1	106.0	4.2	-12.8	31.9
O=C(NCc1ccco1)c1ccc(S(=O)(=O)N2CCCCC2)cc1	-0.1	0.0	-0.7	114.0	-26.1	130.0*	20.0	4.2	-2.5
COc1ccc(S(=O)(=O)N2CCOC2CNC(=O)C(=O)NCCN(C)C)cc1 (centres undefined)	0.5	-2.0	-0.9	98.0	1.8	97.0	7.2	9.5	2.9
O=C(c1cc2c(s1)CCCC2)N1CCN(C(=O)C2CCCO2)CC1 (centres undefined)	0.7	3.0	-6.6	112.0	-14.8	102.0	9.2	12.3	5.5
COc1ccc(CNCc2ccncc2)c(OC)c1	-1.1	-4.0	-4.0	99.0	0.2	101.0	0.8	-2.5	-0.5
Oc1ccccc1/C=N/n1cnn(Cc2ccccc2Cl)c1=S	0.6	-1.0	-0.6	95.0	1.7	99.0	9.4	-0.8	-28.9

Sorted by value in SUMO HTRF inh (highest first): three from the list above
canonical_smiles	SUMO HTRF inh
Cc1nnc(SCc2cc(=O)[nH]c(/N=C(\N)Nc3ccccc3)n2)s1	4.3
O=C(NCc1ccco1)c1ccc(S(=O)(=O)N2CCCCC2)cc1	4.2
CCN(CC)c1ccc(NC(=O)COC(=O)CCC(=O)c2ccc(F)cc2)cc1	-9.5

These rows are one share of the data, so the mix of outcomes need not match the whole.
